CHO parental Ca: signal in parental CHO cells, OX1R antagonist counter-screen; 0.63% of 330,000 active; inhibition, % at 5.6 µM; parental CHO-K1, ATP-induced calcium, Fluo-8 fluorescence;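 active means inhibition above that plate's mean sample inhibition plus 3 SD, cut at about 26% in these data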;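 further: 0% = ATP-challenged DMSO wells and 100% = DMSO wells without ATP; some compounds past the cut are filed as inactive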
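Assay system: untransfected parental CHO cell line. Also added: ATP agonist challenge. Dosing: one dose, 5.6 µM nominal. Measured by: Fluo-8 fluorescence. Read-out: % inhibition. Benchmarks: ATP wells versus no-ATP DMSO wells. Repeats: no replicates.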
TAAR1 antagonist: antagonists of human TAAR1; AID 624466; Q96RJ0; CHO RD-HGA16 TAAR1, Fluo-8 calcium fluorescence, antagonist; 1.5% of 360,000 active; inhibition, % at 3 µM;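 active means inhibition above a per-plate cutoff, the mean inhibition of test compounds on that plate plus 3 SD, cut at about 49% in these data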;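 further: 0% = DMSO plus EC80 beta-PEA response and 100% = DMSO alone without agonist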
Target sequence (Q96RJ0 whole entry, looked up): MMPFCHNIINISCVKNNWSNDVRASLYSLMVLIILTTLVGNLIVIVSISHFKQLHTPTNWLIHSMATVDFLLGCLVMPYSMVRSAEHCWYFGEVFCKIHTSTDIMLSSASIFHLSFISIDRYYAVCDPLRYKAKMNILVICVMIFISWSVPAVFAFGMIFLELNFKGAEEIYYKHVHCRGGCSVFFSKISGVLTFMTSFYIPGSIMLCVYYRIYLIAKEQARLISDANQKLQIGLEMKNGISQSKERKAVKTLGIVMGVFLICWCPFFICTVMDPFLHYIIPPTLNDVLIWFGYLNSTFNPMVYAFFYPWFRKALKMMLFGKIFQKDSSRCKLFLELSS
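Test system: CHO RD-HGA16 cells bearing hTAAR1 | Reagent: β-PEA, EC80 | Compound dosing: 3 µM, single point | Schedule: Dye loading 75 min at 37 °C, then 30 min room temperature | Signal: Calcium fluorescence with Fluo-8 | Evaluation: Percent inhibition of PEA-evoked calcium signal, max/basal emission ratio | Control set: DMSO-only wells and EC80 β-PEA-stimulated wells | Repeats: Singlicate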
CHRM1 agonist: agonists of human M1 muscarinic receptor. activation, % at 3 µM. P11229. 0.33% of 360,000 active. CHO-K1 hM1, Fluo-8 calcium fluorescence, agonist mode; 0% DMSO, 100% acetylcholine EC100;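 active means activation above the run's mean compound activation plus 3 SD, cut at about 16% in these data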;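 further: peak over basal fluorescence ratio within a 140 s kinetic read after compound addition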
Target sequence (P11229 whole entry, looked up): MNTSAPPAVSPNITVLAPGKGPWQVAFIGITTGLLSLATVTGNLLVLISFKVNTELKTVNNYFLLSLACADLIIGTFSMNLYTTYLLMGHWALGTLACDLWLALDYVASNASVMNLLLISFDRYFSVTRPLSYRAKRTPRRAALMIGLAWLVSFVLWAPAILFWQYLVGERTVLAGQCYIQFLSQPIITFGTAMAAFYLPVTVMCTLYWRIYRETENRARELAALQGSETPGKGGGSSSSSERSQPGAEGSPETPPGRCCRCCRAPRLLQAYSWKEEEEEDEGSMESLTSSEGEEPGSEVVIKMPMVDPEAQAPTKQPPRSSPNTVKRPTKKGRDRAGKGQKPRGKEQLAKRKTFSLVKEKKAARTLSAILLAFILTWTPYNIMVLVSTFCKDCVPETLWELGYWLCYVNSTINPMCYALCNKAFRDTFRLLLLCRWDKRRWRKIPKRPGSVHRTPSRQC
TAAR1 agonist: human TAAR1 agonism; CHO RD-HGA16 TAAR1, Fluo-8 calcium fluorescence; vehicle wells 0%, saturating PEA agonist 100%; activation, % at 3 µM; 0.99% of 360,000 active; AID 624467;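 active means activation above the mean activation of all test compounds in the run plus 3 SD, cut at about 38% in these data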
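Assay system: CHO-derived RD-HGA16 cells with stable Gα16 and human TAAR1; timing: 17-24 h seeding, 75 min 37 °C dye, 30 min RT; read-out: % activation from peak over basal fluorescence ratio, DMSO-to-PEA scaled; measured by: kinetic Fluo-8 calcium fluorescence; benchmarks: low control DMSO, high control PEA (EC100); doses: 3 µM single concentration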
OXTR potentiate: potentiators of human oxytocin receptor; CHO-OTR cells, Fluo-8 calcium fluorescence, potentiator mode; 0% = oxytocin EC15, 100% = EC100; P30559; 0.061% of 320,000 active; activation, % at 3 µM; AID 2445;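 active means activation above that plate's cutoff, the mean activation of tested compounds plus 3 SD, cut at about 6.6% in these data, passing the limit was not always enough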;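 further: 100% uses oxytocin at 75 nM as the full agonist control; some results filed as inactive read as strong as hits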
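Material: human OTR in CHO cells. Compound: 3.0 µM, one dose. Timing: compound 6 min at room temperature before oxytocin, 100 s read. Evaluation: % activation of max/min ratio relative to oxytocin controls. Replication: single well per compound, singlicate. Signal: Fluo-8 calcium dye fluorescence.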
OXTR ag: agonists of human oxytocin receptor | AID 2435 | CHO-OTR cells, Fluo-8 calcium fluorescence; normalized: DMSO 0%, oxytocin 100% | 0.32% of 320,000 active | activation, % at 3 µM | P30559;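 active means activation above the mean of all tested compounds plus 3 SD, cutoff set per screening run, cut at about 20% in these data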;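 further: peak over basal fluorescence ratio from a 100 s FLIPR kinetic read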
CHRM1 PAM: positive allosteric modulators of human M1 muscarinic receptor; P11229; CHO-K1 hM1, Fluo-8 calcium fluorescence, ACh EC20; 0% = ACh EC20, 100% = maximal ACh; activation, % at 3 µM; 0.088% of 360,000 active; AID 588819; in the data active means activation above about 19%, passing the limit was not always enough
V1R ag counter: V1a receptor agonism, counter-screen for OXTR agonists. P37288. CHO-V1R cells, Fluo-8 calcium fluorescence, agonist mode; 0% DMSO, 100% 3 nM vasopressin. activation, % at 3 µM. 0.25% of 320,000 active. AID 2797;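 active means activation above the mean activation of all tested compounds plus 3 SD, per screening run, cut at about 20% in these data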;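 further: signal is peak over basal fluorescence ratio across a 100 second FLIPR read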
CHRM1 antagonist: blocks human M1 muscarinic receptor | P11229 | CHO-K1 hM1, Fluo-8 calcium fluorescence, ACh EC80 antagonist | inhibition, % at 3 µM | 1.3% of 360,000 active;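 active means percent inhibition above its own plate's cutoff, namely the mean of that plate's compound wells plus 3 SD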;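 further: peak over basal fluorescence ratio during 140 s after agonist addition; 0% = ACh EC80 plus DMSO and 100% = DMSO alone without agonist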
* = called active by the depositor; nt = no result given.

Structure	CHO parental Ca	TAAR1 antagonist	CHRM1 agonist	TAAR1 agonist	OXTR potentiate	OXTR ag	CHRM1 PAM	V1R ag counter	CHRM1 antagonist
CCCCNC(=O)Nc1ccccn1	-14	-2	-3	8	-8	1.6	3	0.1	-21
CCC(=O)N1CCc2cc(Br)c(S(=O)(=O)NCCN3CCCCC3CC)cc21 (stereo not drawn)	nt	-26	-10	3	nt	nt	0	nt	-10
C[C@H](CO)N1C[C@H](C)[C@@H](CN(C)C(=O)Nc2ccc(F)cc2)Oc2ncc(-c3ccc(F)cc3)cc2C1=O	nt	-13	-7	5	nt	nt	-3	nt	-3
Cc1nc2ccccc2c(=O)n1NC(=O)c1cccnc1Cl	-12	-6	-7	0	4	1.0	5	0.3	-3
COCCNC(=S)N1CCC(C(=O)c2ccc(Cl)cc2)CC1	nt	9	3	4	nt	nt	5	nt	-13
C=CC[C@@H](CC(=O)N[C@@H](CO)Cc1ccccc1)C(=O)NC[C@@H](OC(=O)[C@@H](CC=C)CC(=O)OC(C)(C)C)c1ccccc1	-12	3	-5	2	-6	-0.8	6	-1.0	-4
CCN(CC)CCCNC(=O)c1cn(CC)c2cc(N3CCN(C(=O)c4ccco4)CC3)c(F)cc2c1=O	-10	-20	-5	7	3	0.3	6	0.7	-3
CSc1cccc(NC(=O)C2CCCN2S(=O)(=O)c2ccc3c(c2)CCC(=O)N3)c1 (stereo not drawn)	-18	8	-3	2	-5	-1.1	1	-0.1	-4
O=C(O)CCc1ccc(-c2ccc(F)cc2)n1CCC(=O)O	-7	-3	-4	1	6	2.3	5	0.8	-15
CCC(C(=O)OCC(=O)Nc1cc(C)ccc1OC)c1ccccc1 (stereo not drawn)	8	-5	-5	4	-4	-2.5	-4	-0.8	6
CC1CCN(C(=O)CN(c2cccc(F)c2)S(C)(=O)=O)CC1	-18	-8	-11	7	-22	-0.9	3	0.6	1
Cc1ccc2c(c1)N(C(C)C(=O)NCc1ccc3c(c1)OCO3)C(=O)CO2 (stereo not drawn)	-11	-4	-5	-1	-6	-2.5	1	-0.5	-4
Fc1cccc(/C=N/Nc2nncc3ccccc23)c1	-25	-6	-3	12	-8	-1.8	8	-1.0	-8
Cc1nnc2c3ccccc3c(Cl)nn12	-1	-10	-1	0	2	-0.8	14	-0.2	-9
COc1ccc(NC(=O)CSc2nnc(Cc3cccn3C)n2-c2ccc(F)cc2)cc1	-11	-18	-1	-1	-5	-0.3	-3	0.7	6
CC(C)=CC1C(C(=O)Nc2ccc(S(=O)(=O)N3CCOCC3)cc2)C1(C)C (stereo not drawn)	-12	2	-4	6	-11	-0.3	-2	2.7	4
OCC1(Cc2ccccc2)CCCN(Cc2cn[nH]c2-c2ccccc2)C1 (stereo not drawn)	-18	-9	-9	10	-20	0.2	-13	0.6	8
COc1cc(-c2nccc3cc4c(cc23)OCO4)cc(OC)c1OC	nt	-5	2	8	nt	nt	-6	nt	3
CCN1CCN(S(=O)(=O)c2cc(OC)c(Cl)cc2OC)CC1	-8	-32	-7	6	1	-1.0	7	0.8	-14
Cc1cc2ncn(-c3ncnc4sc(C)c(C)c34)c2cc1C	-17	13	-5	8	-1	-1.6	5	-0.2	-12
C[C@@H]1CCCCO[C@@H](CN(C)S(=O)(=O)c2ccc(Cl)cc2)[C@@H](C)CN([C@H](C)CO)C(=O)c2cc(N(C)C)ccc2O1	nt	-21	-1	2	nt	nt	2	nt	-8
O=C(NCCc1ccccc1)/C(=C\c1ccc([N+](=O)[O-])cc1)NC(=O)c1ccccc1	-23	1	-3	50*	-6	-1.3	6	-1.1	-29
COc1ccc(C)cc1NC(=O)C(OC(=O)c1cnccn1)c1ccccc1 (stereo not drawn)	-17	-31	-4	-2	-8	-1.5	4	-1.4	-5
CCCCCC(=O)O/N=C(\C)c1ccn(S(=O)(=O)c2ccccc2)c1	1	-1	2	1	-6	-1.5	3	-0.9	-1
O=C1c2ccccc2C(=O)N1CCCc1nc(-c2ccc(Cl)cc2)no1	-2	-18	-1	2	-5	0.8	9	-0.4	-7
CCSc1cnc(-c2ccccc2)n1CC	2	-4	-13	2	-2	-1.6	-6	-1.5	-5
CC(c1ccccc1)n1cc(C(=O)NCc2cccnc2)nn1 (stereo not drawn)	-12	-11	-3	4	-2	-0.6	11	0.3	-15
FC(F)(F)c1cccc(NCc2n[nH]c(=S)n2C2CCCCC2)c1	-12	-9	-7	8	0	-1.4	-13	-0.3	18
CN(CC(=O)Nc1sccc1C(N)=O)S(=O)(=O)c1ccc(Cl)cc1	-15	-5	-3	7	-7	1.4	10	1.7	-10
CCCCn1c(N)c(N(CCOC)C(=O)c2cc(S(=O)(=O)N3CCOCC3)ccc2F)c(=O)[nH]c1=O	1	-24	0	1	-1	1.0	4	1.2	-9

Fetched by compound from above, 2 records:
Structure	CHO parental Ca	TAAR1 antagonist	CHRM1 agonist	TAAR1 agonist	OXTR potentiate	OXTR ag	CHRM1 PAM	V1R ag counter	CHRM1 antagonist
CC(c1ccccc1)n1cc(C(=O)NCc2cccnc2)nn1 (stereo not drawn)	-12	-11	-3	4	-2	-0.6	11	0.3	-15
CCCCn1c(N)c(N(CCOC)C(=O)c2cc(S(=O)(=O)N3CCOCC3)ccc2F)c(=O)[nH]c1=O	1	-24	0	1	-1	1.0	4	1.2	-9

The listing continues:
Structure	CHO parental Ca	TAAR1 antagonist	CHRM1 agonist	TAAR1 agonist	OXTR potentiate	OXTR ag	CHRM1 PAM	V1R ag counter	CHRM1 antagonist
COc1ccc(OC)c(NC(=O)CCN2CC(C)OC(C)C2)c1 (stereo not drawn)	0	8	-2	1	-12	1.4	11	2.2	-13
COc1ccc2[nH]c(C(=O)N(C)c3ccc(F)cc3F)cc2c1	-12	-15	-1	0	-15	-2.2	4	-0.6	-1
CCN1C(=O)c2cccc3c(S(=O)(=O)N(C(C)=O)c4ccc(OC(C)=O)cc4)ccc1c23	-12	49*	-5	21	-11	4.3	-6	5.1	9
CCn1c(=O)n(CC)c2cc(N3CCCC3)c(NC(=O)c3ccc(C)cc3)cc21	-24	-23	-10	46*	-5	-2.3	2	-0.8	-8
O=C(c1cccc(Cl)c1)N1CCC(=O)N(C(COCc2cccc(Cl)c2)Cc2ccccc2)CC1 (stereo not drawn)	-28	44	-2	9	-14	2.3	-3	2.6	6
CCNC(=O)C1CCCN(C(=O)c2ccc3c(c2)OCO3)CC1 (stereo not drawn)	nt	-17	-1	1	nt	nt	4	nt	-5
O=C(CSc1ncccn1)N1CCN(C(=O)CSc2ncccn2)CC1	-5	0	-2	-2	-3	0.5	-2	-0.7	4
Cc1ccnc(NC(=O)CCC(=O)N(CC(=O)NCc2ccc(F)cc2)c2ccc(F)cc2)c1	-26	3	-3	11	1	1.4	15	-0.1	-15
COc1ccc(S(=O)(=O)N(C)c2ccc(C(=O)NC3CC3)cc2)cc1	-3	-14	-3	3	-4	-0.5	8	1.2	-6
CN1C(=O)CC(NNC(=O)c2ccccc2)C1=O (stereo not drawn)	-1	1	-1	3	-4	1.0	-6	-0.2	-5
Cc1ccc(-c2nnc(-c3cccnc3)o2)cc1	-10	3	-5	10	-5	-0.8	13	1.1	-10
CCCC(=O)c1ccc(N2CCCCCC2)c(F)c1	-12	0	-7	12	-12	-1.0	-8	-1.1	-11
CCOc1ccccc1C1CC(c2cccc(NS(C)(=O)=O)c2)=NN1C(=O)c1ccccc1 (stereo not drawn)	-7	-3	-5	0	-4	-1.1	3	1.0	-3
COc1ccc(C(=O)OCC(O)COC(=O)c2ccc(OC)cc2)cc1	-7	-24	0	4	-12	0.0	4	-0.1	-3
COc1ccc(N2CCN(C(=O)c3ccc(CNS(=O)(=O)c4ccc(C)cc4)cc3)CC2)cc1	9	-11	-2	5	-10	9.3	-4	15	0
Cc1ccc(C2NC(=O)Cc3ccccc32)cc1 (stereo not drawn)	-6	0	-1	4	-16	1.8	4	1.7	-11
CC(=O)N1CCN(C(=S)NCCc2ccccc2)CC1	-14	-7	-5	4	-7	0.5	4	0.9	-1
CN1CCN(S(=O)(=O)c2ccc(N3CCN(c4ccccc4Cl)CC3)nc2)CC1	4	2	-2	1	1	2.0	-2	0.3	5
COc1ccc(C(=O)OCC(=O)Nc2c(C)n(C)n(-c3ccccc3)c2=O)cc1OC	-1	-9	-4	4	-7	0.2	1	0.1	-3
Cc1ccc(C(=O)Nc2nccs2)s1	-1	-11	-4	1	-7	-0.8	18	-1.0	-19
CC(C)n1ncc2c(C(=O)Nc3cccc(S(=O)(=O)N(C)C)c3)cc(C3CC3)nc21	-16	39	7	9	0	-1.7	6	0.5	8
Cc1[nH]c2ccc(-c3nnc(SCC(=O)N4CCCc5ccccc54)o3)cc2c1C	-12	-19	-1	2	-1	1.5	2	2.1	-15
CC1CC(C)CN(C(=O)C2CCN(S(=O)(=O)N3CCC4(CC3)OCCO4)CC2)C1 (stereo not drawn)	1	-2	-3	-1	-1	0.2	1	5.4	-6
CCOc1ccccc1C(=O)NCCc1cnc[nH]1	-12	-1	-7	3	-3	1.7	9	1.3	-7
CCc1nc2ccc(C(=O)NCCN3CCNC3=O)cn2c1N(CC)CCOC	nt	-13	-5	3	nt	nt	1	nt	-1
Cc1cc(C)c(-n2nnnc2SC(C)C)c(C)c1	2	-15	-11	14	-4	-1.2	7	-1.6	-4
COc1ccc(C[C@H]2c3cc(O)c(OC)cc3CC[N+]2(C)[O-])cc1O (stereo partly drawn)	-2	15	-3	18	0	0.6	-12	1.0	21
CCOC(=O)N1CCN(CC(O)COc2c(C)cc(C)cc2C)CC1 (stereo not drawn)	-11	-7	-7	4	-17	0.7	9	1.7	-8
C=CCS/C(N)=N\N=C\c1cc(Br)cc([N+](=O)[O-])c1O	1	-31	0	2	2	2.8	-5	3.3	-9
CC(C)c1ccc(NC(=O)[C@@H](C)NC(=O)[C@@H]2Cc3ccccc3CN2)cc1	-28	-4	-5	78*	-6	3.8	-23	2.2	37*
COc1ccc(CN2CCN(C(=O)C3CC(=O)N(C4CCCCCC4)C3)CC2)c(OC)c1OC (stereo not drawn)	-28	-19	-2	0	-11	-0.9	15	0.4	-26
CCn1c(SCC(=O)Nc2nonc2C)nnc1-c1ccoc1C	-6	-2	-4	1	1	0.6	6	0.3	-6
COc1cccc(/C=N\NC(=O)c2ccc(C)nc2)c1	13	-5	-2	0	-11	0.3	6	0.3	-6

Bioassay records: PubChem, The Scripps Research Institute Molecular Screening Center
